DAX1 inh-1 – NR0B1 (DAX1) inhibition | HEK293 Gal4-DAX1 luciferase reporter, luminescence | inhibition, % at 6.75 µM | 340,000 compounds, 0.99% hits | AID 504766;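 active = inhibition above the mean over all tested compounds plus 3 SD, cut at about 4.2% in these data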;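 note: 0% = DAX1-transfected cells with DMSO and 100% = empty-vector control cells with DMSO; inhibition shows as a rise in luminescence from relieved DAX1 repression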
PLCg1 inh – PLC-gamma1 (human) inhibition, primary screen. AID 720700. purified PLC-gamma1, fluorogenic substrate, fluorescence. 370,000 compounds, 0.84% hits. inhibition, % at 12.2 µM; in the data active = inhibition above about 9.5%
hgDAF12 agonist – activates the H. glycines DAF-12 receptor ligand-binding domain | AID 687014 | activation, % at 6.8 µM | 370,000 compounds, 1.8% hits | HEK293 GAL4-hgDAF12 UAS-luciferase reporter, agonist luminescence; normalized to butyrate control;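 active = activation above a cutoff set at the mean of all screened compounds plus 3 SD, cut at about 10% in these data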;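 note: 0% = DMSO wells and 100% = sodium butyrate wells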
NR1D1 modulator – modulators of human Rev-erb alpha DNA binding; 370,000 compounds, 0.79% hits; Rev-erbα–FITC-DNA binding, fluorescence polarization, 90 min; activity, % at 10 µM;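 active = activity above about 14%, limit read from the data; passing the limit was not always enough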;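 note: 0% = DMSO wells with 35 nM protein and 100% = DMSO wells with 750 nM protein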
ssDAF12 agonist – activators of S. stercoralis DAF-12 nuclear receptor | HEK293 ssDAF-12/GRIP1 lit1-tk-luc reporter, luminescence; % of 3 µM dafachronic acid response | 370,000 compounds, 1% hits | activation, % at 6.8 µM;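 active = activation above the mean over all tested compounds plus 3 SD, cut at about 0.9% in these data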;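 note: 0% = DMSO-only wells and 100% = 3 µM delta7-dafachronic acid wells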
PLCb3 inh – PLC-beta3 (human) inhibition, primary screen; Purified PLC-beta3, fluorogenic substrate, fluorescence; inhibition, % at 12.2 µM; 370,000 compounds, 0.18% hits; in the data active = inhibition above about 11%;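 note: 0% = median of compound wells on plate and 100% = full blocker control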
Target sequence (Q01970 whole entry, looked up): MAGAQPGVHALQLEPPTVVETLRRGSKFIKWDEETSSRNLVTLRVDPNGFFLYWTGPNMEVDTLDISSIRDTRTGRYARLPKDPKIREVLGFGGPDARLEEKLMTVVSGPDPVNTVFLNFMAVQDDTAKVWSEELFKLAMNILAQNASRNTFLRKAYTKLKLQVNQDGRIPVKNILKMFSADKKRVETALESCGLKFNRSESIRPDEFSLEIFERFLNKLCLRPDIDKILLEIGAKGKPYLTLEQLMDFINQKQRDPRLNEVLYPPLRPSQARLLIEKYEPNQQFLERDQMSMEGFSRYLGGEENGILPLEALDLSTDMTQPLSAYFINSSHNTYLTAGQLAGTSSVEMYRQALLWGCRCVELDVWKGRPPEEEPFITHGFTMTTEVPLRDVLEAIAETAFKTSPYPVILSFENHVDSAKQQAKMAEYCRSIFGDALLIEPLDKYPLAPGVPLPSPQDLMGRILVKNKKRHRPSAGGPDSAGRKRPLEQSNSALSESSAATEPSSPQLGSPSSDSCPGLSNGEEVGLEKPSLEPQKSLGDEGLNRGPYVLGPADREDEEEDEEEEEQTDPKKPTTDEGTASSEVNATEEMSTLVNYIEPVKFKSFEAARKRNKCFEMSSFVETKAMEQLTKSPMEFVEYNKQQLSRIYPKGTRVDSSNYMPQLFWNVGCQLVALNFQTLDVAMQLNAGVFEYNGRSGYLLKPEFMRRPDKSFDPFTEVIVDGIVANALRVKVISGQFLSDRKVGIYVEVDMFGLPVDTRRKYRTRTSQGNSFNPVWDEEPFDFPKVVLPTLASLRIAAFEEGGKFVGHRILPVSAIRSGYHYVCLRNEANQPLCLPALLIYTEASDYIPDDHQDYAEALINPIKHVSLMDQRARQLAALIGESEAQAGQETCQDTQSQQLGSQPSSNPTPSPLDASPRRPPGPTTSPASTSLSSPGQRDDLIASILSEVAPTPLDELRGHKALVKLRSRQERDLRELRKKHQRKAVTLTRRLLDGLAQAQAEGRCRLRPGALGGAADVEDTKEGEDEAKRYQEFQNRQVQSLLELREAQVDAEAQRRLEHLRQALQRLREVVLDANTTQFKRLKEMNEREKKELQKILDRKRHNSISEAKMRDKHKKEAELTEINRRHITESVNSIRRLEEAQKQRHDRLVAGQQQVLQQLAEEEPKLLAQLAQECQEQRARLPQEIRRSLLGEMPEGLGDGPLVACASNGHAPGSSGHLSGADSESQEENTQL
MBD2 DNA inh – inhibitors of human MBD2 binding to methylated oligonucleotide. Q9UBB5. TR-FRET. inhibition, % at 4.4 µM. 370,000 compounds, 0.31% hits; in the data active = inhibition above about 13%
SMARCA2 activ – activators of SMARCA2 function | MG213 cells, MMTV-luciferase reporter, dexamethasone, overnight | activation, % at 9.1 µM | 370,000 compounds, 1% hits; in the data active = activation above about 7.8%;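 note: 0% = vehicle wells and 100% = reference activator wells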
hcDAF-12 act – activators of H. contortus DAF-12 nuclear receptor; 370,000 compounds, 1.4% hits; activation, % at 6.8 µM; AID 652067; HEK293 hcDAF-12 lit1-tk-luc reporter, luminescence; 0% DMSO, 100% Δ7-dafachronic acid;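 active = activation above the mean of all tested compounds plus 3 SD, cut at about 5.5% in these data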;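 note: 100% = response to 3 µM Δ7-dafachronic acid high control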
DAX1 inh-2 – inhibitors of DAX1 repression of SF-1 activated StAR promoter | HEK293T StAR-luciferase reporter, SF-1/DAX-1 repression relief | inhibition, % at 6.8 µM | 370,000 compounds, 1.1% hits | AID 652010;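 active = inhibition above the mean over all tested compounds plus 3 SD, cut at about 3.6% in these data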;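 note: 0% = DAX-1 cells with DMSO and 100% = cells lacking DAX-1 with DMSO; higher inhibition means more luminescence from relief of DAX-1 repression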
ADAM17 inh – inhibitors of human ADAM17 | P78536 | recombinant ADAM17, EDANS/DABCYL FRET peptide cleavage | inhibition, % at 6.95 µM | 370,000 compounds, 0.83% hits | AID 720648;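 active = inhibition above the mean of compounds lying between control limits plus 3 SD, set per campaign, cut at about 8.5% in these data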;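 note: 0% = DMSO-only wells as the low control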
* hit, by the source's call; nt = not tested or not shown.

SMILES	DAX1 inh-1	PLCg1 inh	hgDAF12 agonist	NR1D1 modulator	ssDAF12 agonist	PLCb3 inh	MBD2 DNA inh	SMARCA2 activ	hcDAF-12 act	DAX1 inh-2	ADAM17 inh
CC1=C(C(=O)OC2CCCCC2)C(c2ccc(C)o2)C2=C(CCCC2=O)N1 (stereo not drawn)	-1.9	-47	-2.4	6	-1.6	-63	5	-1	-2.3	-0.8	-6
Cc1ccc2nc3n(c(=O)c2c1)-c1ccc(Cl)cc1C(=O)NC3Cc1ccccc1 (stereo not drawn)	nt	1	0.0	-1	-1.1	-8	-3	-2	1.7	-0.5	11*
CC(=O)c1sc(-c2ccc(F)cc2F)nc1C	-0.2	-1	-0.9	-4	-1.4	-8	0	-3	-0.5	-0.5	-1
CC1(C)Cc2nc3sc4c(OCc5ccccc5)ncnc4c3cc2CO1	-0.2	-1	3.3	38*	-1.4	1	4	-2	0.2	1.4	2
O=C(NCc1ccccn1)c1ccc(NC(=O)c2ccco2)cc1	0.9	-1	-1.4	-6	1.3*	0	1	2	-2.1	0.7	-3
COc1cc(NC(=O)CSc2nc3c(C)ccc(C)c3cc2C)c(C(=O)O)cc1OC	-0.6	3	-1.3	-2	-1.4	0	-2	-3	2.8	1.0	0
CC(=O)c1c(C(C)=O)c(C)n(Cc2ccc(Cl)cc2)c1C	-2.0	1	-5.0	-1	-2.0	2	2	-5	-2.9	-2.7	-1
O=C(CCc1ccccc1)Nc1ncn[nH]1	-0.4	-1	-1.2	-1	-0.5	-2	1	1	1.3	-0.6	-1
Nc1cccc2[nH]c(=O)c3ccccc3c12	1.5	-267	0.6	-7	-0.9	-343	-4	-2	1.6	-0.7	-327
CCN(CC)CCNCc1ccc(-c2ccc(Cl)cc2)o1	0.6	3	-0.7	0	-1.7	1	-7	0	-1.0	0.1	1
COc1ccc(S(=O)(=O)N2CCN(Cc3ccccc3)CC2)cc1	-0.7	0	-0.3	2	-2.1	3	-2	-2	-1.6	0.5	1
O=C(NCCc1ccc(F)cc1)c1ccc([N+](=O)[O-])cc1	2.1	2	8.6	5	-1.1	-7	5	2	1.6	6.7*	-2
CCOc1cc(/C=C2/C(=O)ON=C2C)ccc1OCc1ccccc1	nt	-4	1.6	-2	-0.8	2	-2	-5	-2.2	0.2	-5
O=C(N[C@@H]1C/C=C\C[C@H](CC(=O)N(CCO)Cc2ccccc2)C(=O)NC[C@@H](c2ccccc2)OC1=O)OCC1c2ccccc2-c2ccccc21	0.3	0	-0.3	-1	-1.3	-5	-3	0	-3.2	-0.2	3
Cc1cc(NC(=O)c2ccc(S(=O)(=O)N3CCCC3)cc2)nc2c1c(=O)oc1ccccc12	0.7	-11	1.0	36*	-0.4	-11	-3	0	1.5	-0.2	-17
CCOC(=O)C1(CCCc2ccccc2)CCN(CCCn2cccn2)CC1	-0.1	2	0.2	-2	-1.4	-1	4	-5	-2.0	-0.2	3
CCc1nc2ccc(C(=O)Nc3cccc(OCC(=O)N(C)C)c3)cn2c1N(C)Cc1ccc(N(C)C)cc1	nt	4	4.7	-6	-1.5	-7	7	-2	-0.5	-1.8	-3
CCc1cc2cc(C(=O)N3CCN(Cc4ccccc4)CC3)sc2s1	-0.3	-1	0.9	-11	-1.1	0	-3	1	-1.2	-0.1	-4
CCOc1ccc2c(c1)C(C)=CC(C)(C)N2S(=O)(=O)c1ccc(F)cc1	-0.7	-2	6.1	4	-1.8	-6	3	0	-1.2	-1.4	-1
O=C1CCC/C1=C/Nc1ccc(Cl)cc1	0.3	4	0.7	-1	-1.4	-4	3	-1	-2.6	-0.2	-1
CN1CCN(NC(=O)CN2C(=O)/C(=C/c3ccccc3Cl)SC2=S)CC1	1.9	-4	3.5	-2	-0.1	-5	-1	-2	-0.2	0.4	-1
O=C(NCc1ccco1)Nc1cccc(-c2ccccc2)c1	1.0	0	2.4	5	-1.4	-1	-7	-2	-0.4	-0.5	-7
Cc1cccc(CSC2=NCCN2C(=O)c2ccco2)c1	-0.2	0	-2.0	-3	-1.1	-3	-1	0	-0.4	-0.6	-2
Cc1ccc(NCc2nnc(SCC#N)o2)c(C)c1	-0.5	3	1.5	4	-0.9	10	-4	-3	-2.6	1.3	6
COc1ccc(OC)c(NC(=O)CN2C(=O)NC3(CCCc4ccccc43)C2=O)c1 (stereo not drawn)	0.9	-1	0.1	-6	-0.6	3	1	-2	-0.9	1.0	-3
C[C@@H]1CN(S(=O)(=O)C(C)(C)C)[C@H](CCO)/C1=C\c1ccccc1	-0.8	1	-1.5	1	-0.7	1	4	-2	0.0	-0.4	1
CCC(CC)C(=O)Nc1nnc(S(=O)(=O)N2CCCCCC2)s1	-0.1	3	1.2	1	-1.4	3	-2	-2	-0.5	0.2	1
Cc1ccc(CSCC(=O)NCc2cccs2)cc1	0.6	2	-2.2	6	-1.1	-5	-4	2	-0.2	0.9	-1
N#C/C(=C\c1ccc2c(c1)OCCO2)C(=O)NC1CCCCC1	-1.0	0	-0.8	1	-1.8	2	10	0	1.0	-0.2	-8
CCOc1ccc(S(=O)(=O)N2CCC(C(=O)OC(C)C(=O)N(C)C3CCCCC3)CC2)cc1 (stereo not drawn)	0.5	5	1.0	-7	-1.5	3	-1	-3	-3.1	0.4	4
CC(=O)NC(c1cccc(F)c1)c1nc(-c2cc(F)cc(Cl)c2)cs1 (stereo not drawn)	nt	-2	-2.9	3	-1.2	-5	8	-3	-2.3	-1.6	3
CC(C)CNC(=S)N(CCCO)Cc1cc2cc3c(cc2[nH]c1=O)OCCO3	1.3	-48	-0.7	-6	-1.6	-59	-1	4	-0.7	-0.3	-86
COC(=O)c1c(C)oc2ccc(N(C(C)=O)S(=O)(=O)c3ccccc3)cc12	-2.1	0	-5.3	1	-1.7	-9	5	-3	-3.7	-1.0	0
O=C(CSc1nncn1-c1ccccc1)Nc1ccc(F)cc1F	-1.0	-1	-0.4	-1	-0.2	-5	0	1	-1.2	-0.3	-1
COc1ccc(OC)c(S(=O)(=O)Nc2ccc3c(c2)C(=O)OC3)c1	-1.6	-1	2.2	2	-0.5	-5	1	-1	-0.6	-0.1	-3
CCOC(=O)CN1NC2(CCCCCC2)NC1=S	1.8	-2	-1.8	-6	-0.1	-7	1	0	-0.4	-0.5	0
COc1ccc(N(Cc2ccco2)C(=O)c2ccccc2F)cc1OC	0.3	0	-1.1	-2	-1.2	3	1	-2	-0.7	-0.6	2
COc1cccc(CNC(=O)C2CCN(S(=O)(=O)N3CCC(C)CC3)CC2)c1	0.1	1	-3.2	1	-0.9	-6	-1	4	0.5	0.1	0
Cc1nc(SCC(=O)O)c(C#N)c(-c2ccco2)c1C(=O)N(C)C	-0.6	-1	-0.5	-3	-0.9	-6	-4	-1	-0.6	0.1	-6
CC1(c2ccccc2)NC(=O)N(CC(=O)NCC2CCCO2)C1=O (stereo not drawn)	-0.3	3	0.1	1	-0.8	-2	-2	-2	0.3	0.6	-7
Cc1ccc(C(=O)NCc2occc2C(=O)O)o1	1.5	-4	3.6	1	-0.9	-2	5	-1	-1.3	-0.2	-5
O=C(N/N=C/c1coc2ccccc2c1=O)c1ccncc1	1.0	3	0.7	6	-1.1	-8	2	0	0.1	0.9	1
O=C(CC1S/C(=N/N=C/C=C/c2ccccc2)NC1=O)Nc1ccc(Cl)c(Cl)c1 (stereo not drawn)	-0.8	-2	1.6	-5	-1.2	-1	-2	-3	-1.0	0.9	-1
COc1ccc(CSC(=N)N)cc1[N+](=O)[O-]	0.1	2	1.4	-5	-0.4	4	2	1	-0.7	-0.1	-2
CCOc1ccc(NC(N)=O)cc1	0.4	1	-4.7	-4	-1.2	1	-1	-2	-0.5	0.2	-2
CCOC(=O)c1c(CC(C)C)csc1/N=C/C1C(=O)CC(C)(C)CC1=O	5.5*	-22	-1.6	4	-1.2	-23	6	-3	-1.9	0.0	-4
COc1ccc(-c2n[nH]nc2C2=CC(=O)CC(C)(C)C2)cc1	0.6	-82	-1.5	-4	-1.1	-122	-1	-7	-0.2	-1.9	-13
Cc1cccnc1Nc1nc(-c2ccc(O)cc2)cs1	1.8	1	9.2	-1	-0.6	2	1	4	-0.3	1.8	2
COc1ccc(/C=C2/N=C(SC3CCOC3=O)N(c3cccc(OC)c3)C2=O)cc1 (stereo not drawn)	-0.2	-39	-0.4	3	-1.3	-35	6	-4	-0.7	-0.8	4
Cc1ccccc1-c1nc2cc(Cl)ccc2o1	0.2	0	2.1	1	0.0	4	2	-1	1.9	0.1	-2
CSc1nc(=S)n(-c2ccccc2)c(C)c1C(C)=O	-0.4	0	1.5	6	-0.5	-3	4	2	1.6	0.4	4
Cc1cccc(OCC(=O)O/N=C(\N)c2ccccn2)c1	3.1	1	7.6	5	-0.5	1	0	7	3.2	1.4	-3
C/C(=N\NC(=O)c1ccccc1-n1cccc1)C1CC1	1.1	-7	1.4	-2	-0.3	-1	5	-4	2.2	-0.1	-3
O=C(CSc1nnnn1C1CCCCC1)NCc1ccco1	0.7	0	0.1	-5	-1.1	1	0	-3	-0.8	-0.1	-1
CCN(c1cccc(C)c1)S(=O)(=O)c1ccc(OC)c([N+](=O)[O-])c1	-2.3	-1	0.6	3	-1.6	-5	1	-4	-0.9	-0.9	-3
CNC(=S)N(Cc1cccs1)Cc1cc2cc(OC)ccc2[nH]c1=O	-0.9	-2	0.5	4	-1.0	-2	4	-5	-0.5	-0.1	-7
COc1ccc(C(=O)NCC(=O)OCC(=O)N2N=C(c3ccc(Cl)cc3)CC2c2ccco2)cc1OC (stereo not drawn)	-0.3	0	4.1	5	-1.1	2	-5	6	-1.9	-1.1	4
O=C(CSc1nnc(CNC(=O)c2ccccc2F)o1)NCCc1ccccc1	0.7	-1	0.7	-1	-1.2	2	-5	-2	-0.3	-0.5	-1
CCc1nc2c(OCCOc3ccc(F)cc3)cccn2c1N(C=O)Cc1ccccc1	nt	-3	-3.0	-10	-1.4	-3	-3	-6	-2.7	-2.5	2
COc1cc(OC)cc(C(=O)N[C@H](C(=O)Nc2ccc(F)cc2F)C(C)C)c1	-0.2	-4	0.1	1	-1.2	-5	4	-4	0.1	-0.3	-3

Marked active in DAX1 inh-1 (from the list above):
Molecule,DAX1 inh-1,PLCg1 inh,NR1D1 modulator,ssDAF12 agonist,PLCb3 inh,MBD2 DNA inh,SMARCA2 activ,hcDAF-12 act,DAX1 inh-2,ADAM17 inh
CCOC(=O)c1c(CC(C)C)csc1/N=C/C1C(=O)CC(C)(C)CC1=O,5.5*,-22,4,-1.2,-23,6,-3,-1.9,0.0,-4

Continuation:
SMILES	DAX1 inh-1	PLCg1 inh	hgDAF12 agonist	NR1D1 modulator	ssDAF12 agonist	PLCb3 inh	MBD2 DNA inh	SMARCA2 activ	hcDAF-12 act	DAX1 inh-2	ADAM17 inh
Cc1ccn2c(=O)cc(C)nc2c1	1.2	-33	-2.3	-6	-0.7	-43	-3	2	1.5	0.4	-20
Cc1cc(/C=C(\C#N)C(=O)O)c(C)n1CCC(C)C	1.1	-9	4.6	10	-1.2	-24	1	-2	-0.7	-0.1	0
CC(=O)Nc1cccc(NC(C)=C(C#N)C#N)c1	-0.8	1	1.4	-7	-1.1	1	-1	-2	0.2	0.3	3
O=S(=O)(c1ccccc1)N1C2CCC1CC(O)(c1cccnc1)C2 (stereo not drawn)	1.5	3	-2.2	-1	-0.8	0	1	-7	-1.8	-0.9	-5
O=C(COC(=O)c1ccc2ccccc2n1)NCc1ccccc1	4.9*	3	1.6	-1	-0.7	1	0	-1	0.3	-0.3	-1

Assay outcomes (PubChem BioAssay)
